ADAM10 inh = inhibits human ADAM10. recombinant ADAM10, EDANS/DABCYL FRET peptide cleavage, 3 h. inhibition, % at 7 µM. 370,000 tested, 0.62% active. AID 720582;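 active means inhibition above a per-campaign cutoff equal to the mean of compounds falling between control-based bounds plus 3 SD, cut at about 20% in these data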;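 further: 0% = DMSO wells while the 100% control is not disclosed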
DDE Tn6 FP inh = DD(E)-Tn6 binding inhibition, primary FP screen; P02675; Fibrin DD(E) TRITC-Tn6 fluorescence polarization displacement; inhibition, % at 8.3 µM; 370,000 tested, 0.21% active;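 active means inhibition above a per-campaign cutoff: mean of compounds within control limits plus 3 SD, cut at about 15% in these data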;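 further: 0% = median of all compound wells on the plate and 100% = blocking peptide control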
ARFGAP1 inhibitor = rat ARFGAP1 inhibition | inhibition, % at 16.5 µM | Arfgap1-stimulated ARF1 GTP hydrolysis, GDP FP detection | 360,000 tested, 0.26% active;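 active means inhibition above a per-plate limit, mean inhibition of low control wells plus 3 SD, cut at about 25% in these data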;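 further: 0% = DMSO wells with enzyme and 100% = wells lacking Arfgap1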
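System: truncated rat Arfgap1 GAP domain / Medium: HEPES-based buffer, pH 7.5 / Also added: N-terminally truncated human ARF1-GTP substrate / Incubation: enzyme reaction 120 min at 25 °C after 20 min preincubation / Measured by: FP of antibody-bound GDP Alexa 633 tracer, ex 620/em 688 nm / Replicates: singlicate, each compound tested once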
ADAM17 inh = inhibitors of human ADAM17; recombinant ADAM17, EDANS/DABCYL FRET peptide cleavage; inhibition, % at 6.95 µM; 370,000 tested, 0.83% active; P78536; AID 720648;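 active means inhibition above the mean of compounds lying between control limits plus 3 SD, set per campaign, cut at about 8.5% in these data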;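 further: 0% = DMSO-only wells as the low control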
SIAE primary = inhibitors of human sialic acid acetylesterase SIAE; SIAE FP-Rh probe binding, fluorescence polarization; 370,000 tested, 0.69% active; Q9HAT2; inhibition, % at 9.66 µM;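 active means inhibition above a cutoff: mean of compounds within the control limits plus 3 SD of those, cut at about 17% in these data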;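 further: 0% = plate median of compound wells and 100% = probe without SIAE protein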
ASAP1 GAP inh = inhibitors of human ASAP1 ArfGAP activity; Q9ULH1; 360,000 tested, 0.19% active; inhibition, % at 16.5 µM; AID 624377; ASAP1-stimulated ARF1 GTP hydrolysis, GDP FP detection; in the data active means inhibition above about 25%;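 further: 0% = vehicle with enzyme and substrate and 100% = no enzyme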
TDP2 inh = TDP2 (human) inhibition, absorbance primary screen. recombinant TDP2, T5PNP hydrolysis, p-nitrophenol absorbance 415 nm. AID 720702. inhibition, % at 12.8 µM. O95551. 370,000 tested, 0.34% active;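 active means inhibition above the mean of all tested compounds plus 3 SD, set per campaign, cut at about 25% in these data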;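 further: 0% = DMSO with enzyme and 100% = buffer with substrate but no TDP2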
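Evaluation: % inhibition relative to enzyme-containing and enzyme-free wells. Material: recombinant human TDP2. Benchmarks: enzyme-free and DMSO wells. Timing: enzyme reaction with compound for 2 h at 37 °C. Compound dosing: 12.8 µM only. Measured by: p-Nitrophenol epi absorbance. Reagent: T5PNP substrate at 5 mM, a TopII-DNA adduct mimic. Replication: single well per compound.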
Tn7 DDE FP = inhibitors of Tn7 peptide binding to human fibrin DD(E). AID 720508. inhibition, % at 8.3 µM. 370,000 tested, 0.13% active. FP displacement of FITC-Tn7 peptide from fibrin DD(E); 0% = median of compound wells per plate;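 active means inhibition above the mean of compounds falling within the control limits plus 3 SD of them, cut at about 14% in these data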;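 further: 0% = plate median of compound wells and 100% = 10 µM Aha-Tn7 peptide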
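Assay system: Human clot-derived fibrin DD(E) complex | Buffer or medium: Tris/NaCl/CaCl2 buffer, pH 7.8 | Repeats: One replicate per compound | Benchmarks: Aha-Tn7 high control | Measure: % inhibition scaled between sample-field median and high-control FP | Schedule: 10 min plus 3 h, room temperature | Signal: Fluorescence polarization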
PLC-gamma1 inh = PLC-gamma1 (human) inhibition, primary screen. P19174. purified PLC-gamma1, fluorogenic substrate, fluorescence. inhibition, % at 12.2 µM. 370,000 tested, 0.84% active. AID 720700; in the data active means inhibition above about 9.5%
Target sequence (P19174 whole entry, looked up): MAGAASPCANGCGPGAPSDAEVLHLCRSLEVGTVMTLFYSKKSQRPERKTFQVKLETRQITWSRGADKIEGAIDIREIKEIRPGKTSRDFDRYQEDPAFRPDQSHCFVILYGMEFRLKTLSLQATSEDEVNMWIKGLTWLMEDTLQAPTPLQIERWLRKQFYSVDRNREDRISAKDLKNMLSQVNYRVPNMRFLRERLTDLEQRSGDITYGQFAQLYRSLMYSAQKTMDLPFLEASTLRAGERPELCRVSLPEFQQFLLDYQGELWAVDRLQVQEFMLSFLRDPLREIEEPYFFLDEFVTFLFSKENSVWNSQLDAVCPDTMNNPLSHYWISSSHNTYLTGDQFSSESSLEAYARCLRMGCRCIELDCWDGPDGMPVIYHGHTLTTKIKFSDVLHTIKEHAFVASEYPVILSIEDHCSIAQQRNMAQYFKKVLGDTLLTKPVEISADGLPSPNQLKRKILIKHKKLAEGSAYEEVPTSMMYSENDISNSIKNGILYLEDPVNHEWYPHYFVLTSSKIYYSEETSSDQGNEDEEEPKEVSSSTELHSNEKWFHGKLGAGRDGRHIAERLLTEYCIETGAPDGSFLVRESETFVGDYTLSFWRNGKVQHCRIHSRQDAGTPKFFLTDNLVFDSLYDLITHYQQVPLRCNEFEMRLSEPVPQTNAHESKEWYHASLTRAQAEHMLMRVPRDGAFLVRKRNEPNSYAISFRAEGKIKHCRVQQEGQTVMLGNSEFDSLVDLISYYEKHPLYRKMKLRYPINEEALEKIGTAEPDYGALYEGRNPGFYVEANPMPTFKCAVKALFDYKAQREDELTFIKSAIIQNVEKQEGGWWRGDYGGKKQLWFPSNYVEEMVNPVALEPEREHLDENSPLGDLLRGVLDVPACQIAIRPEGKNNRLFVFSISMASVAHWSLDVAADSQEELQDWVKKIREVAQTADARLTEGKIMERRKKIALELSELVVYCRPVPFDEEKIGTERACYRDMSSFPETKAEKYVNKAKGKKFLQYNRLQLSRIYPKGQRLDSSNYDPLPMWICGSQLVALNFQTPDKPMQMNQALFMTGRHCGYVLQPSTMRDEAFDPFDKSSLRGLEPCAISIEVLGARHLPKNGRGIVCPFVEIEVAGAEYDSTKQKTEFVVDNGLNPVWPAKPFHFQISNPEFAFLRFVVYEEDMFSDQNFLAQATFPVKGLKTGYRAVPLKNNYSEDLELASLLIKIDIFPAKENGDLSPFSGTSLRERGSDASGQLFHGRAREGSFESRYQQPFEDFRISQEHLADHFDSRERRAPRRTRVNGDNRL
PLC-beta3 inh = blocks human PLC-beta3 enzyme activity. Q01970. Purified PLC-beta3, fluorogenic substrate, fluorescence. inhibition, % at 12.2 µM. 370,000 tested, 0.18% active. AID 720704; in the data active means inhibition above about 11%;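 further: 0% = median of compound wells on plate and 100% = full blocker control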
Active calls of the source: *; . = no result given. Rows are unselected; overall some 3.6% were active at least once.

SMILES	ADAM10 inh	DDE Tn6 FP inh	ARFGAP1 inhibitor	ADAM17 inh	SIAE primary	ASAP1 GAP inh	TDP2 inh	Tn7 DDE FP	PLC-gamma1 inh	PLC-beta3 inh
COCCN(C(=O)CNC(=O)c1ccco1)C(C(=O)NC1CCCC1)c1ccc(F)cc1 (stereo not drawn)	2.6	-4.5	4.8	-4.7	-1.5	4.5	-0.9	9.1	1.3	-8.3
O=C(/C=C/c1ccc(Cl)cc1Cl)Nc1ccc(CN2CCOCC2)cc1	1.4	0.8	4.0	1.2	-14.8	5.4	-9.1	0.6	-0.5	-5.1
Cc1cccc(C)c1NC(=O)CN(C)C(C)C(=O)Nc1ccccc1-c1ccccc1 (stereo not drawn)	2.0	-0.5	1.6	-2.0	5.7	8.8	5.4	2.5	1.2	-4.4
O=c1cc(-c2ccc3c(c2)OCO3)oc2ccccc12	-172.1	-4.4	-5.4	-56.9	-0.2	1.5	-9.0	3.1	-391.6	-391.8
CC(=O)c1ccc(N(C(=O)CNC(=O)c2cccs2)C(C(=O)NCC2CCCO2)c2ccccc2)cc1 (stereo not drawn)	-6.6	-9.3	5.3	-3.9	-2.0	-4.8	0.2	0.3	-6.9	-5.0
CC1(C)NC(=O)N(CCC(=O)Nc2ccc(C(C)(C)C)cc2)C1=O	-14.6	2.6	-3.2	-1.2	7.6	-20.3	-7.3	3.8	-1.4	-6.4
O=C(Cc1cccs1)N1CCN(S(=O)(=O)c2ccc(Cl)c(C(F)(F)F)c2)CC1	-7.7	-1.8	-5.0	-9.0	-1.7	3.5	-2.6	7.7	-0.4	-2.5
CCc1nnc(NC(=O)CSc2nnc(CNC(=O)c3ccc(OC)c(OC)c3)o2)s1	1.5	-9.9	6.0	1.8	8.5	7.4	-8.3	-3.3	-0.5	0.2
Cc1ccc(NC2CCCN(C(=O)c3ccnc(Cl)c3)C2)cc1C (stereo not drawn)	-10.9	-1.3	-8.8	-3.4	0.8	-6.6	0.3	-0.3	2.4	-2.6
CCOC(=O)Cc1csc(NC(=S)NC(=O)C(C)(C)C)n1	0.1	3.6	-5.1	-2.2	10.1	-9.5	5.5	6.4	1.1	3.5
CC1(C)CN(c2ccc(Br)cc2)C(=O)[C@H]1CC(=O)Nc1ccccc1	-2.5	5.9	-5.8	-0.7	-0.7	5.6	-5.6	3.7	-2.2	-0.5
CCN(CC)CCNC(=O)/C(=C/c1cn(C)c2ccccc12)NC(=O)c1ccc(OC)c(OC)c1	-2.1	3.4	14.3	0.5	4.3	10.4	19.5	-2.1	-2.6	-12.2
CC(=O)C1=C(C)N(Cc2ccccc2)C(=O)N[C@H]1c1ccco1	-7.5	-5.1	4.7	-5.5	3.1	14.5	3.7	2.7	-5.0	-11.0
CCCn1c(=O)[nH]c(=O)c2c1nc(-c1ccc(OC)c(Br)c1)n2CCOC	-3.3	4.0	-1.1	-1.9	20.9*	1.7	16.0	6.8	-1.7	-3.5
COc1cc(OC)c(CN2CCC(CO)(CCOc3ccccc3)CC2)c(OC)c1	-4.0	-0.8	-1.6	-2.0	0.1	8.9	10.5	1.2	1.9	0.9
Cc1ccc(N2C(=O)C(NC(=O)c3c(F)cccc3F)(C(F)(F)F)C3=C2CC(C)(C)CC3=O)cc1 (stereo not drawn)	1.8	-3.0	6.3	-2.0	3.7	-0.7	0.9	-9.2	-1.1	3.9
Cn1c(CNC(=O)c2ccccc2)nnc1SCC(=O)N1CCN(c2ccccc2)CC1	5.0	6.6	-6.8	-0.9	-5.1	2.5	1.4	9.1	4.1	2.0
COP1(=O)CCOCC[C@H](CC(C)C)NC(=O)[C@H](CC(C)C)N1 (stereo partly drawn)	-4.4	4.5	.	-6.5	2.5	.	-5.4	8.1	-1.3	-1.6
COc1ccccc1C(=O)NCC(=O)OCC(=O)Nc1ccc2[nH]c(=O)[nH]c2c1	-18.4	3.5	3.5	-7.0	2.9	0.3	10.3	15.4*	-1.4	-1.7
Cc1ccc(C(=O)Nc2cccc(S(=O)(=O)N3CCCC3)c2)o1	-1.1	-0.9	0.5	-4.0	-8.2	0.4	-2.5	-0.7	1.7	-4.3
O=C(C1CCCN(Cc2cccnc2)C1)N1CCCCC1 (stereo not drawn)	-2.0	5.6	9.5	-0.3	2.3	5.5	1.0	-3.8	6.3	3.7
COc1ccc(Nc2nnc(Cc3ccccc3)c(=O)[nH]2)c(OC)c1	-0.2	1.0	0.6	-1.8	10.6	8.8	-2.6	-0.6	0.2	-0.3
COc1ccc(Cl)cc1C(=O)OCC(=O)NC(=O)c1cccn1C	5.3	-1.4	4.5	-2.3	-1.0	8.0	5.8	2.5	-0.5	0.6
CN(C)CCC(=O)c1cccc(Br)c1	-6.5	5.9	-4.0	-4.0	6.3	-7.1	-11.9	2.1	0.5	0.5
Cc1nn(Cc2ccc(C(=O)O)o2)c(C)c1[N+](=O)[O-]	-1.1	0.5	-1.1	-6.4	-1.5	12.1	2.6	-1.6	0.7	-1.5
COCCn1c(=O)[nH]c2cc(C(=O)Nc3nnc(C)s3)ccc21	-16.1	9.1	-4.4	-1.9	-4.8	-10.2	-2.9	-3.6	-2.1	-5.1
O=S(=O)(Nc1cc(S(=O)(=O)N2CCOCC2)ccc1N1CCCC1)c1cccs1	3.8	-3.6	4.2	0.8	8.2	0.1	-4.6	2.6	1.8	2.6
CN1C(=O)CC(C(=O)Nc2ccc(F)cc2)SC1=Nc1ccc2c(c1)OCO2 (stereo not drawn)	2.6	0.5	-3.1	-0.1	-0.5	-1.4	-9.1	-0.8	-0.7	1.9
CCC1(CC)NC(=O)N(CC(=O)OCc2nc3cc(C(=O)OC)ccc3c(=O)[nH]2)C1=O	-27.9	8.1	7.0	-14.5	-7.2	-8.6	-5.2	-3.6	-8.5	-12.8
C/C(=N\NS(=O)(=O)c1ccc([N+](=O)[O-])cc1)c1ccc(NC(=O)c2ccco2)cc1	-11.7	-3.5	3.5	-3.6	9.5	2.6	-2.6	-1.4	-1.0	0.1
Cc1ccc(-c2nn(C)c(=O)c3ccccc23)cc1CNC(=O)CSc1nc2ccccc2o1	8.0	-3.5	11.4	1.1	4.2	-0.5	8.7	-1.1	2.7	4.4
COc1cc(/C=N/Nc2nc3ccccc3[nH]2)cc(OC)c1O	-32.9	-6.6	5.3	-9.4	17.8*	18.7	2.6	-3.4	-26.1	-31.7
COc1ccc(C(=O)COC(=O)CCNS(=O)(=O)c2ccc(NC(C)=O)cc2)c(OC)c1	0.3	-2.8	17.3	-2.1	9.1	3.6	4.5	2.4	-0.4	-4.4
COc1ccc(OCC(=O)NC(=S)Nc2ccc(S(=O)(=O)Nc3cc(C)on3)cc2)cc1	-9.3	-5.4	-8.2	-4.0	2.9	-2.0	9.7	-2.3	-2.0	-2.5
O=C(Cn1nc(-c2ccc(Cl)cc2)ccc1=O)NCC1COCCO1 (stereo not drawn)	-7.4	-7.1	-1.6	-1.6	5.9	-5.6	0.2	-4.6	0.5	-5.6
O=C(N[C@@H]1CC[C@@H](CCNC(=O)C2CCOCC2)O[C@@H]1CO)c1ccncc1	-6.5	4.7	5.0	-5.4	7.2	-5.5	-2.9	0.5	-0.3	-2.5
CCOC(=O)c1[nH]cnc1C(=O)Nc1ccc(Cl)cc1	12.1	6.7	-5.7	2.3	-12.8	-12.2	-10.1	-3.0	3.0	4.2
O=C(/C=C/c1ccc([N+](=O)[O-])cc1)N(c1ccccn1)C1CCCCC1	10.6	-3.3	-3.9	4.1	4.6	17.8	-10.9	-7.4	3.9	-0.8
Cc1ccc(N2CC(C(=O)Nc3nnc(SCc4cccnc4)s3)CC2=O)cc1 (stereo not drawn)	-10.4	0.4	21.9	1.8	2.5	1.0	-2.4	-1.9	0.3	-9.4
O=C(Nc1cccnc1)c1ccc(NS(=O)(=O)c2cccc([N+](=O)[O-])c2)cc1	5.6	-4.3	6.4	0.3	-2.8	4.4	-6.3	-8.1	4.1	-5.3
Cn1c(CNC(=O)C2CCC(=O)N(CCc3cccc(F)c3)C2)nc2ccccc21 (stereo not drawn)	-8.1	-1.3	4.1	-0.4	-0.5	1.1	13.3	1.8	-1.8	-7.6
CN(C(=O)Nc1ccc(Cl)cc1)n1cnc2ccccc2c1=O	-10.0	-9.8	9.6	-3.1	-4.5	7.2	0.2	-8.7	0.4	-4.6
CN(C1CCS(=O)(=O)C1)S(=O)(=O)c1ccc(N2CCCC2=O)cc1 (stereo not drawn)	-4.5	0.2	-1.3	1.9	-2.6	-8.6	-13.0	-10.9	1.4	-5.2
CC1(C(=O)NS(=O)(=O)Cc2ccccc2)CCN1C(=O)C1(c2ccc(Cl)cc2)CC1 (stereo not drawn)	14.1	-4.5	8.7	9.6*	-0.1	3.8	-15.3	-9.5	1.9	3.0
COc1ccc(CN2C(=O)C(Cc3ccccc3)Nc3ncnc(N4CCN(c5ccccc5)CC4)c32)cc1 (stereo not drawn)	7.1	-1.0	-5.5	3.5	4.4	-8.3	6.4	0.9	1.0	1.3
COc1ccc(Br)cc1C(=O)Nc1ccc(NC(=O)c2ccco2)cc1	9.9	1.9	-2.8	6.6	-19.7	1.0	-14.6	-3.3	8.8	1.0
Cc1ccc(-c2cc(-c3ccccc3)nc(N(C)N)n2)cc1	-23.3	3.1	24.4	-8.1	0.8	2.3	15.6	-2.1	-7.7	-16.0
COc1cccc(OC2(C)CCN(Cc3cccn3-c3nccs3)C2)c1 (stereo not drawn)	4.5	4.6	0.3	-0.7	-5.4	-0.1	3.4	-0.1	2.8	2.9

Already shown: 4 of the compounds above.
SMILES	ADAM10 inh	DDE Tn6 FP inh	ARFGAP1 inhibitor	ADAM17 inh	SIAE primary	ASAP1 GAP inh	TDP2 inh	Tn7 DDE FP	PLC-gamma1 inh	PLC-beta3 inh
COc1ccc(CN2C(=O)C(Cc3ccccc3)Nc3ncnc(N4CCN(c5ccccc5)CC4)c32)cc1 (stereo not drawn)	7.1	-1.0	-5.5	3.5	4.4	-8.3	6.4	0.9	1.0	1.3
COc1ccc(Br)cc1C(=O)Nc1ccc(NC(=O)c2ccco2)cc1	9.9	1.9	-2.8	6.6	-19.7	1.0	-14.6	-3.3	8.8	1.0
Cc1ccc(-c2cc(-c3ccccc3)nc(N(C)N)n2)cc1	-23.3	3.1	24.4	-8.1	0.8	2.3	15.6	-2.1	-7.7	-16.0
COc1cccc(OC2(C)CCN(Cc3cccn3-c3nccs3)C2)c1 (stereo not drawn)	4.5	4.6	0.3	-0.7	-5.4	-0.1	3.4	-0.1	2.8	2.9

High-throughput results from PubChem.
